Source: PubChem (National Center for Advancing Translational Sciences (NCATS))
POLH inh = blocks human DNA polymerase eta activity. Q9Y253. recombinant Pol eta, fluorescent DNA replication assay. Potency, µM (top dose mostly 114 µM), without a hit: top-dose activity change, negative = inhibition, most hits filed as inhibitors. 1.2% of 390,000 active. AID 588591; further: on the % scale 0 is the no-effect control and ±100 the full control effect
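Fluorescent replication assay: 50 nM final substrate added after a 15 min room-temperature compound preincubation with 10 nM enzyme. Signal taken at 0 min and again at 10 min.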
BAZ2B block = blocks human BAZ2B; Q9UIF8; AlphaScreen BAZ2B-H3K14Ac peptide displacement; Potency, µM (doses to about 114 µM), without a hit: top-dose activity change, negative = inhibition, most hits filed as inhibitors; 4.4% of 360,000 active; AID 504333; further: on the % scale 0 is the no-effect control and ±100 the full control effect; nearly all actives have a fitted effect of over 60% in size
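Complex of BAZ2B and biotin-H3K14Ac (50 nM apiece) forms over 30 min at RT, then faces library compounds up to 110 uM for another 30 min; AlphaScreen beads added, 20 min dark incubation, luminescence read.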
POLI inh = DNA polymerase iota (human) inhibition. Potency, µM (top dose mostly 115 µM), for inactives: at the highest dose activity, negative = inhibition, usual class: inhibitors. 1% of 390,000 active. Pol iota fluorescent replication assay, 10 min
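Pol iota at 10 nM preincubated 15 min with compounds at room temperature; reaction started with fluorescent substrate, 50 nM final. Fluorescence read kinetically at 0 and 10 min; buffer-only wells as negative control.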
G9a block = inhibitors of human histone lysine methyltransferase G9a; AID 504332; Q96KQ7; Potency, µM (top dose mostly 102 µM), for the others: at the highest dose activity, negative = inhibition, most hits filed as inhibitors; G9a H3K9 monomethylation, AlphaScreen, 2 h; 8.8% of 350,000 active; further: on the % scale 0 is the no-effect control and ±100 the full control effect; nearly all actives have a fitted effect of over 75% in size
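Methyltransferase reactions run at room temperature for 2 h (20 nM enzyme, 500 nM biotin-H3K9 peptide, 20 uM SAM) after a 15 min compound preincubation; product detected by AlphaScreen beads and anti-H3K9me1 antibody.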
Pol kappa inh = DNA polymerase kappa (human) inhibition. Potency, µM (doses to about 107 µM), for inactives: at the top dose activity, negative = inhibition, hits mostly inhibitors. AID 588579. Q9UBT6. 0.53% of 400,000 active. purified Pol kappa, fluorescent DNA synthesis assay, 10 min; further: on the % scale 0 is the no-effect control and ±100 the full control effect
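50 nM final substrate added after 15 min RT preincubation of 10 nM Pol kappa with compound; fluorescence read at 0 and 10 min.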
POLB inh = DNA polymerase beta (human) inhibition; Pol beta primer extension/strand displacement, fluorescence kinetic; 1.3% of 340,000 active; Potency, µM (series often up to 114 µM), without a hit: at the highest dose activity change, negative = inhibition, usual class: inhibitors; AID 485314; further: on the % scale 0 is the no-effect control and ±100 the full control effect
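Reaction started by 50 nM substrate onto compound-treated Pol beta (10 nM, 15 min preincubation, room temperature); plates read at 0 min and 10 min. Normalized concentration-effect data fitted by four-parameter Hill equation.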
BLM inh = blocks DNA unwinding by human BLM helicase | 0.2% of 350,000 active | P54132 | AID 2528 | recombinant BLM DNA unwinding, fluorescence dequenching | Potency, µM (top dose mostly 56.1 µM), inactives show at the highest dose activity change, negative = inhibition, actives largely listed as inhibitors;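 further: plate controls were vehicle for no effect and no enzyme for full effect; nearly all actives have a fitted effect of over 35% in size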
APEX1 inh = APE1 (human) endonuclease inhibition | P27695 | recombinant APE1, TAMRA/BHQ-2 abasic DNA cleavage fluorescence | Potency, µM (highest dose often 65.8 µM), for the others: at the top dose activity change, negative = inhibition, hits mostly inhibitors | 0.35% of 350,000 active;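 further: plate controls were vehicle for no effect and reference inhibitor for full effect; nearly all actives have a fitted effect of over 55% in size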
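Readout is kinetic fluorescence (ex 525, em 598 nm) from cleavage of 50 nM TAMRA/BHQ-2 THF abasic duplex by 0.75 nM APE1, compound added 15 min beforehand at RT.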
JMJD2A Tudor inh = JMJD2A Tudor domain (human) inhibition; Potency, µM (highest dose often 114 µM), without a hit: at the highest dose activity change, negative = inhibition, hits mostly inhibitors; AID 504339; 4.4% of 390,000 active; AlphaScreen JMJD2A-Tudor / H3K4me3 peptide binding; O75164; further: on the % scale 0 is the no-effect control and ±100 the full control effect; nearly all actives have a fitted effect of over 50% in size
Target sequence (O75164 whole entry, looked up, the tested form may be a part): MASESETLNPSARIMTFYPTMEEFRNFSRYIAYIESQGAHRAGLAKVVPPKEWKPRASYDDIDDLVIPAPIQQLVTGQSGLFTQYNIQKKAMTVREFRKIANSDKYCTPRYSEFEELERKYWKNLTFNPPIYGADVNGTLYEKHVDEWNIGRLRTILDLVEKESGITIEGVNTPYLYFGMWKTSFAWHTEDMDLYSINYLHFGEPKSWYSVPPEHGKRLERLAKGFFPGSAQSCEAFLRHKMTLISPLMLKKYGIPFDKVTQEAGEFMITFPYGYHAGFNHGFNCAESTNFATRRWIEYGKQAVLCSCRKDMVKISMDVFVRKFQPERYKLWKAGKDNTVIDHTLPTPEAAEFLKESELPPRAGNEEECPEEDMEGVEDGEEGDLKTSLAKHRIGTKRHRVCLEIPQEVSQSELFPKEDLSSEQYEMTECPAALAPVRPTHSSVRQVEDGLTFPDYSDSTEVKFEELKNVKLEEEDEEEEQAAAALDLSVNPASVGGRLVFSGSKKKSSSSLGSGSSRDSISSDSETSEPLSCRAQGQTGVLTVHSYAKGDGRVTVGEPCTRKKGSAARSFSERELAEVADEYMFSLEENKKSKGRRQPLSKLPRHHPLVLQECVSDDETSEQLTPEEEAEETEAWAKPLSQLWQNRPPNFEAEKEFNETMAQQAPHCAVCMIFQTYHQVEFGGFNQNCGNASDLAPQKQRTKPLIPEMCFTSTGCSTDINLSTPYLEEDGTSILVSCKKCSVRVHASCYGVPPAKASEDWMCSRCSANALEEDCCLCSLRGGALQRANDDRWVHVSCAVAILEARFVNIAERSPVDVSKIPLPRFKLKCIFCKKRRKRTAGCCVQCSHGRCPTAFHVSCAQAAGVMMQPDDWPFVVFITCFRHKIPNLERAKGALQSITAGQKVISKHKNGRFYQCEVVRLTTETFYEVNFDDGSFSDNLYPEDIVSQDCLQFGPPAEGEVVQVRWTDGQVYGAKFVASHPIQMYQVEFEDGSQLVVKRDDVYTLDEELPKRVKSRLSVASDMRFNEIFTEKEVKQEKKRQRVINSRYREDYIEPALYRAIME
Active calls of the source: *; ? = inconclusive; nt = not tested or not shown; & = joins results of further samples; [ ] = dose if it differs, or a comment. The call rests on the fitted dose curve; in most records, active means well fitted curve in the direction sought with a large enough effect; inconclusive means small, poorly fitted or top-dose-only effect, or another doubt; inactive means no such curve, though single readings can be large; an effect the other way counts as inactive or inconclusive. Potency means the concentration at half of the fitted maximal effect. Only part of the results is shown. The share of hits here may be higher or lower than overall.

SMILES | POLH inh | BAZ2B block | POLI inh | G9a block | Pol kappa inh | POLB inh | BLM inh | APEX1 inh | JMJD2A Tudor inh
CC1=C(C(=O)OCC2CCCO2)C(c2ccc(Cl)c(Cl)c2)NC(=O)N1 (stereo not given) | 13% | 14% | 4% | nt | -11% | 12% | -9% | 3% | -1%
CCN(CC)CC(=O)c1c(N)n(Cc2ccccc2)c(=O)n(C)c1=O | 1% | -4% | 73%[activator] | 0% | -19% | 15% | -4% | -6% | -9%
CC(=O)c1ccc(NC(=O)/C(Cl)=C/c2ccccc2)cc1 | -8% | -4% | 63%[activator] | nt | 4% | 3% | 5% | 5% | -29%
O=C(COC(=O)COc1ccccc1Cl)Nc1ccccc1OC(F)F | -20% | 6% | -17% | 10%[59 µM] | -5% | 1% | -5% | -3% | 19%[57.1 µM]
COC(=O)c1ccccc1NC(=O)Cn1nnc(-c2ccc(OC)cc2)n1 | -7%&-2% | 0%&-6% | 12%&12% | 1%&-11%[59 µM] | -8%[60.1 µM] | -5% | -13%&4% | -10% | 2%&-2%
N#Cc1nc(-c2ccc(F)cc2)oc1N1CCCC1 | ? | -32% | 2% | ? | -23% | 78% | -3% | 1% | -12%[11.4 µM]
Cc1cccc(N2O[C@H]3C=CC2CCCC3)n1 | -10% | nt | -4% | nt | -7% | nt | nt | -17% | -5%
O=C(NCC1CCCO1)C12CN(Cc3ccccc3)CC1C(c1cccc([N+](=O)[O-])c1)=NO2 (stereo not given) | -3% | 11% | ? | ? | -4% | 2% | 4% | 2% | -36%
NC1=NC(=Nc2ccc(Cl)cc2)c2ccccc21 | -22% | -13% | 39%[activator] | 14%[59 µM] | -10% | 41% | 3% | 16% | 0%
CC(C)c1ccc(Nc2nc(CC(=O)O)cs2)cc1 | -25% | -29% | 12% | 40µM* | -9% | 10% | -16% | 5% | -32%
CN1/C(=C\C(=O)COC(=O)Cn2nnc(-c3ccccc3)n2)C(C)(C)c2ccccc21 | ? | 2% | ? | 37%[12.7 µM] | -23% | ? | -15% | -10% | -28%
CCCC1=Nc2cc(C(=O)N3CCN(c4ccccn4)CC3)ccc2Sc2ccc(C)cc21 | ? | ? | 30%[activator] | 16µM* | -9% | -3% | -15% | 6% | ?
Cc1cc(C)c2c(N)c(-c3nc4ccccc4[nH]3)sc2n1 | -3% | -1% | -10% | -6%[2.33 µM] | -24% | 19% | -2% | -4% | 7%
O=C(Nc1ccc(Cl)cc1)C1CCCC1 | -10% | -21% | 8% | 34%[59 µM] | -2% | 6% | -4% | 45%[activator] | 8%
Cn1nnnc1SCCNCc1cc(Cl)ccc1OCc1ccccc1 | -12% | 0% | -18% | -16%[2.33 µM] | -19% | 18% | -10% | -4% | -3%
COc1ccccc1C(=O)N1CCC(C(=O)c2ccc(F)cc2)CC1 | 4% | 11% | -14% | 10% | -4% | 8% | 3% | -3% | -9%
CCOc1ccc2c(c1)c1nnc(SCC(=O)N3CCCCC3C)nc1n2C (stereo not given) | 10% | 18% | 5% | -5% | -8% | 2% | -2% | -2% | -12%
COc1cccc(C(C(=O)NC2CCCCC2)N(C(=O)c2ccccn2)c2cccnc2)c1 (stereo not given) | -9% | 0% | 14% | 0% | 0% | 31% | -7% | -2% | 1%
C[C@]12c3[nH]c4cc(-c5ccco5)ccc4c3CCN1C(=O)[C@@H](CC(=O)NCCC1=CCCCC1)C[C@@H]2C(=O)N1CCOCC1 | -25% | nt | 3% | nt | 2% | nt | nt | -42% | ?
COc1ccccc1-c1noc(-c2ccccc2C(=O)NCc2ccco2)n1 | -12% | -19% | 34%[activator] | -3%[59 µM] | 13% | 33% | -1% | -4% | -14%
CCOc1ccc(S(=O)(=O)NCCC(=O)OCC(=O)NC(=O)c2cccn2C)cc1 | -6% | nt | 184%[activator] | nt | -15% | nt | nt | -1% | -9%
CCOc1ccc(C(=O)Nc2nnc(S(=O)(=O)Nc3ccccc3)s2)cc1 | -22% | -21% | 30%[activator] | -21%[59 µM] | -7% | -22% | 0% | nt | ?
Cc1ccc(-n2nc(C)c3c(C)cc(=O)n(CC(=O)N4CCCc5ccccc54)c32)cc1 | -7% | -7% | -4% | 11%[59 µM] | -4% | 27% | -7% | nt | -14%
CCn1c(/C=C2/C(=O)N(C)c3ccccc32)nc2ccccc2c1=O | ? | 35µM* | -7% | 50µM* | -7% | ? | 0% | 0% | -28%[57.1 µM]
O=C(NN1C(=O)/C(=C/c2cccc(O)c2)SC1=S)c1ccccc1O | ? | 45µM* | ? | -8%[59 µM] | -16% | 0% | -7% | 22% | 45µM*

Entries above that have a Cl atom (six):
SMILES | POLH inh | BAZ2B block | POLI inh | G9a block | Pol kappa inh | POLB inh | BLM inh | APEX1 inh | JMJD2A Tudor inh
CC1=C(C(=O)OCC2CCCO2)C(c2ccc(Cl)c(Cl)c2)NC(=O)N1 (stereo not given) | 13% | 14% | 4% | nt | -11% | 12% | -9% | 3% | -1%
CC(=O)c1ccc(NC(=O)/C(Cl)=C/c2ccccc2)cc1 | -8% | -4% | 63%[activator] | nt | 4% | 3% | 5% | 5% | -29%
O=C(COC(=O)COc1ccccc1Cl)Nc1ccccc1OC(F)F | -20% | 6% | -17% | 10%[59 µM] | -5% | 1% | -5% | -3% | 19%[57.1 µM]
NC1=NC(=Nc2ccc(Cl)cc2)c2ccccc21 | -22% | -13% | 39%[activator] | 14%[59 µM] | -10% | 41% | 3% | 16% | 0%
O=C(Nc1ccc(Cl)cc1)C1CCCC1 | -10% | -21% | 8% | 34%[59 µM] | -2% | 6% | -4% | 45%[activator] | 8%
Cn1nnnc1SCCNCc1cc(Cl)ccc1OCc1ccccc1 | -12% | 0% | -18% | -16%[2.33 µM] | -19% | 18% | -10% | -4% | -3%

Further results follow:
SMILES | POLH inh | BAZ2B block | POLI inh | G9a block | Pol kappa inh | POLB inh | BLM inh | APEX1 inh | JMJD2A Tudor inh
CCn1c2ccc(OC)cc2c2nc3ccccc3nc21 | ? | 47%[activator] | ? | 54%[activator][59 µM] | -1% | ? | -2% | 5% | 24%
O=C(COc1ccccc1[N+](=O)[O-])Nc1cc(C(=O)O)cc(C(=O)O)c1 | -11% | 1% | 57%[activator] | -25% | -12% | -12% | -5% | 4% | -5%
CCc1ccc(Nc2nnc(SCC(=O)c3c(N)n(C4CC4)c(=O)[nH]c3=O)s2)cc1 | -15% | 10% | 13% | ? | -18% | nt | nt | 15% | 7%
CCOC(=O)c1c(C)oc2nc(C)nc(N3CCN(c4cccc(C(F)(F)F)c4)CC3)c12 | -25% | -33%[57.1 µM] | 10% | ? | -16% | ? | -9% | nt | -8%
CS(=O)(=O)N(CC(=O)O)c1cc(Cl)cc(Cl)c1 | -4% | 12% | 16% | -6%[12.7 µM] | 3% | -4% | 1% | 2% | 1%
CCOC(=O)C1CCCCN1S(=O)(=O)c1csc(C(N)=O)c1 (stereo not given) | -14% | ? | 13% | -30%[59 µM] | -12% | 19% | -3% | nt | -4%
CCCCOC(=O)c1cccc(NC(=O)CCC(=O)O)c1 | -3% | nt | 11% | -9%[59 µM] | -11% | 10% | -1% | -2% | -17%
Cc1nnsc1C(=O)N1CCC(CO)(Cc2ccccc2Cl)CC1 | -10% | 0% | 21% | -48% | -11% | 5% | -3% | -2% | -2%
C=C(Br)Cn1c(CC(C)C)nc2ccccc21 | 4% | -5% | 10% | -11%[59 µM] | -7% | 20% | -2% | 2% | -4%
c1ccc(CCc2nn3c(Cn4nnc5ccccc54)nnc3s2)cc1 | ? | -7% | ? | ? | -12% | -14% | -13% | -2% | ?
COC(=O)n1c(=O)oc2ccccc21 | -13% | -6% | 11% | -18%[59 µM] | -12% | 28% | -1% | -1% | -12%
O=S(=O)(c1cccc(C(F)(F)F)c1)N1CCN(C(=S)NCc2ccco2)CC1 | -18% | -30% | 8% | ? | -13% | -25% | -10% | 0% | -19%
O=C(NCc1cccnc1)C(=O)C1C(=O)Nc2ccccc21 (stereo not given) | -12% | -18% | -23% | ? | -12% | 10% | 2% | 1% | ?
Nc1c(N(CCCO)C(=O)CCCN2C(=O)c3cccc4cccc(c34)C2=O)c(=O)[nH]c(=O)n1Cc1ccccc1 | -7% | nt | 17% | nt | -17% | nt | nt | nt | -6%
Cc1cc(C)c2c(n1)sc1c(N3CCCCC3)ncnc12 | -4% | 17% | 35%[activator] | 21%[59 µM] | -6% | 4% | 1% | 14% | 40%[activator]
CC1CCN(C(=O)c2cc(-c3cccc(Cl)c3)on2)CC1 | -5% | 95%[activator] | -25% | 7%[59 µM] | ? | -20% | -5% | nt | 31%
CCOC(=O)c1oc2ccccc2c1CN1CCN(c2ccccc2)CC1 | -6% | 56µM* | ? | ? | -13% | -18% | -7% | ? | 79µM*
CCOc1ccc(NC(=S)NC23CN4CN(CN(C4)C2)C3)cc1 | -8% | -21% | 113%[activator] | ? | 1% | 4% | -1% | 4% | 0%
CCSc1sc(CC)cc1C=O | -6% | 2% | 68%[activator] | 23%[59 µM] | 5% | 97% | -1% | ? | 2%
Cc1cc(C)cc(N2C(=O)CC(n3nc(C)cc3C)C2=O)c1 (stereo not given) | -10% | -3% | 21% | 21% | -11% | 2% | -3% | 1% | 2%
CCOc1ccccc1OCC(=O)OC(C)C(=O)Nc1ncc(Cl)cc1Cl (stereo not given) | -3% | 0% | 40% | 16%[59 µM] | 11% | nt | nt | 13% | -3%
COc1ccc(CCNC(=O)C(=O)NCC2OCCN2S(=O)(=O)c2cccs2)cc1OC (stereo not given) | 1% | nt | -18% | nt | -1% | nt | nt | nt | -9%
COc1ccc(NS(=O)(=O)c2ccc(NC(=O)c3ccc(N(C)S(C)(=O)=O)cc3)cc2)c(OC)c1 | -9% | -2% | -9% | 7%[59 µM] | -8% | 5% | -2% | -1% | -1%
COc1ccc(-c2cc3ncccc3cn2)cc1 | -14% | 1% | 24% | -4%[0.501 µM] | -13% | nt | nt | 31% | -17%
CCSc1nnc(CNC(=O)C23CC4CC(CC(C4)C2)C3)n1C1CCCCC1 | -12% | 1% | 3% | -2% | -1% | -4% | 2% | 14% | -18%
Cc1cccc(Oc2nc(-c3ccncc3)nc3ccccc23)c1 | -21% | 5% | 2% | nt | -8% | 17% | -7% | 18% | 30%
CSCCC(NC(=O)c1ccco1)C(=O)Nc1ccncc1 (stereo not given) | -8% | -13% | 14% | -1% | 2% | 9% | 0% | 56%[activator] | -13%
CC1(C(=O)Nc2cccc(C(F)(F)F)c2)CO1 (stereo not given) | nt | 0% | nt | -3% | nt | 26% | -2% | -1% | nt
